# Assay outcomes deposited in PubChem BioAssay by several laboratories.
# GalR3 antagonist: human GalR3 antagonism; HEK293 GalR3-CNG cAMP membrane potential fluorescence; galR3 body fused to GalR1 C-terminus; inhibition, % at 3 µM; actives 0.44% (n = 360,000); AID 651719;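 active means inhibition above the screen-wide average plus 3 SD, cut at about 13% in these data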;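 further: forskolin and galanin both at EC90 stimulate the cells; cAMP rise reported by CNG channel membrane potential dye signal; 0% = forskolin plus galanin with DMSO and 100% = forskolin alone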
# CRFR2-BP antag: blocks CRF-induced signaling of the CRF-BP/CRF-R2 complex; HEK293 CRF-R2/CRF-BP, CRF-induced calcium fluorescence; inhibition, % at 11.8 µM; actives 0.59% (n = 350,000); AID 588475;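 active means inhibition of the ligand-induced calcium signal above about 50% at the single tested concentration, limit read from the data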
# IDE act: IDE (human) activation, cell-based. P14735. HEK cells, FAbeta-B cleavage, fluorescence polarization; 0% vehicle, 100% cell-free pure enzyme wells. activation, % at 5.96 µM. actives 0.073% (n = 340,000);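 active means activation above the mean of all tested compounds plus 3 SD, set per screening campaign, cut at about 17% in these data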
# pCIP destab: lowers stability of the mouse p/CIP coactivator protein. actives 0.01% (n = 290,000). Q05BA5. F442A p/CIP-EGFP cells, EGFP fluorescence, 16 h. AID 1984. decrease of EGFP signal, % at 10 µM;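 active means EGFP signal decrease of at least 30% at 10 µM or well 3 SD below plate mean, unless failing retest; inactive means the rest, including hits failing retest or dose response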; further: some compounds called inactive have numbers as strong as hits; many of its hits are not listed in these tables
# VIM-2 inh: blocks Pseudomonas aeruginosa VIM-2 metallo-beta-lactamase; purified VIM-2, nitrocefin hydrolysis, epi-absorbance fluorescence; inhibition, % at 5.6 µM; actives 0.89% (n = 290,000);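 active means inhibition above the mean of all tested compounds plus 3 SD, cutoff set per screening run, cut at about 7.5% in these data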;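 further: red hydrolysis product quenches plate fluorescence so inhibitors raise well fluorescence; 0% = enzyme with DMSO and 100% = DMSO without enzyme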
# IDE cell inh: inhibitors of human insulin-degrading enzyme in cells. HEK cells, FAbetaB cleavage, fluorescence polarization. inhibition, % at 5.59 µM. P14735. actives 0.41% (n = 320,000);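 active means percent inhibition above the average of all tested compounds plus 3 SD, set per screening campaign, cut at about 16% in these data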;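 further: IDE supplied by intact live HEK cells; FP after avidin binding of uncleaved biotin substrate so inhibition keeps polarization high; 0% = DMSO wells and 100% = 60 µM reference IDE inhibitor Ii1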
# IMP-1 inhibitor: inhibitors of Pseudomonas aeruginosa IMP-1 metallo-beta-lactamase. AID 1556. purified IMP-1, nitrocefin hydrolysis, epi-absorbance fluorescence. actives 0.45% (n = 290,000). inhibition, % at 5.6 µM;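 active means inhibition above the mean plus 3 SD of all compounds in the same screening run, cut at about 4.5% in these data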;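 further: 0% = IMP-1 with DMSO and 100% = DMSO wells lacking enzyme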
#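 Material – recombinant IMP-1 enzyme, purified · Amount – IMP-1 0.2 nM before substrate addition · Medium – HEPES buffer pH 7.1 with ZnSO4 and Brij 35 · Timing – 25 °C, 15 min preincubation, 25 min reaction · Measured by – plate fluorescence quenching by hydrolysis product, ex 480/em 530 nm · Read-out – percent enzyme inhibition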
# NS3 helicase inh: blocks Hepatitis C virus NS3 helicase unwinding. actives 0.56% (n = 290,000). NS3 helicase DNA unwinding, Cy5 molecular beacon fluorescence. inhibition, % at 10.9 µM;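 active means inhibition above the mean of all tested compounds plus 3 SD, set per campaign, cut at about 35% in these data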;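 further: 0% = DMSO wells and 100% = thioflavine S control wells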
#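 Compound dosing – single dose, 10.9 µM nominal final, DMSO 0.8% final · System – NS3 helicase fragment of HCV · Buffer or medium – MOPS pH 6.5, MgCl2, DTT, Tween20, BSA · Signal – Cy5 beacon fluorescence read at start and 1 h · Also added – annealed dual-labelled DNA beacon duplex, ATP-started · Schedule – 1 h at 25 °C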
# UBC9 SUMO inh: blocks human SUMOylation mediated by UBC9 | P63279 | HTRF SUMOylation assay, SAE1/SAE2 + UBC9, in vitro | inhibition, % at 35 µM | actives 0.36% (n = 290,000) | AID 2006; in the data active means inhibition above about 50%, passing the limit was not always enough; further: strong numbers were not always called active
# * marks the source's active call; other numbers are inactive results; x = no result given. Compounds as they come (roughly 3.2% active in at least one column).
no.	SMILES	GalR3 antagonist	CRFR2-BP antag	IMP-1 inhibitor	UBC9 SUMO inh	IDE act	VIM-2 inh	pCIP destab	NS3 helicase inh	IDE cell inh
1	COc1ccccc1C(=O)CSc1n[nH]c(N)n1	1	-2	-1.0	14	5	-1.7	-14	0	8
2	O=C(O)/C(=C\c1cccc(C(F)(F)F)c1)c1ccc(S(=O)(=O)N2CCCC2)s1	6	-3	x	x	2	x	x	x	1
3	CCOc1ccc(C2CC(c3cccc(Cl)c3)n3nc(N)nc3N2)cc1 (stereo not given)	-1	4	-3.7	2	-1	-2.3	-3	-9	0
4	CCOC(=O)N1CCN(c2ccc([N+](=O)[O-])cc2F)CC1C (stereo not given)	-1	28	-2.7	6	-6	-3.6	2	-16	4
5	CCCS/C(N)=N/N=C/c1ccccc1O	-6	2	-3.9	15	3	-5.3	3	-8	2
6	O=C(CN1CCN(C/C=C/c2ccccc2)CC1)NCc1ccc(Cl)cc1	-10	-5	-2.3	2	4	-2.0	9	-37	-6
7	O=C(Nc1ncn[nH]1)c1cccc(S(=O)(=O)N2CCOCC2)c1	-4	-4	-1.4	-3	5	-0.6	6	-3	6
8	O=C(Cc1noc2ccccc12)Nc1ccc(Cl)cc1	0	0	0.7	-29	2	-2.8	-4	-1	-10
9	NS(=O)(=O)c1cc([N+](=O)[O-])ccc1NCc1cccnc1	-9	-8	-1.9	-2	3	-3.3	-4	-2	2
10	O=C1CN(C(=O)CCN2CCOCC2)C(c2ccccc2)c2cc(Br)ccc2N1 (stereo not given)	-1	-17	-1.1	6	5	1.6	2	-3	-1
11	O=C(CC1NC(=O)NC1=O)Nc1ccccc1 (stereo not given)	2	2	-3.3	5	7	-2.1	-3	-9	-1
12	Clc1cc(NCc2cccs2)ccc1N1CCOCC1	0	-14	0.2	4	-3	2.5	-14	-11	6
13	CN(C)c1ccc(/C=N/NC(=O)c2ccccn2)cc1	-4	-5	-0.8	14	3	-1.5	-3	-9	-1
14	CC#CCNCc1ccccc1	-4	6	-0.3	7	0	-4.2	-3	4	1
15	Cc1cc(C)cc(C(=O)NCC(=O)OCC(=O)NCc2ccco2)c1	-8	4	-0.9	1	-6	-2.6	27	1	3

# Some entries already given, limited to IDE act and CRFR2-BP antag.
no.	Compound	IDE act	CRFR2-BP antag
13	CN(C)c1ccc(/C=N/NC(=O)c2ccccn2)cc1	3	-5
5	CCCS/C(N)=N/N=C/c1ccccc1O	3	2

# Continued.
no.	SMILES	GalR3 antagonist	CRFR2-BP antag	IMP-1 inhibitor	UBC9 SUMO inh	IDE act	VIM-2 inh	pCIP destab	NS3 helicase inh	IDE cell inh
16	COc1ccccc1CN1CCCC(CN(CCN(C)C)C(=O)c2ccc(C)cc2)C1 (stereo not given)	-11	12	-1.9	-1	5	0.1	-5	-23	-2
17	OC(COc1ccc(Cl)cc1)CN1CCN(c2ccccc2)CC1 (stereo not given)	-3	-6	-1.9	18	4	-0.9	1	-18	2
18	Cc1ccc(-n2c(-c3ccccc3)c[nH]c2=S)cc1	-7	-4	-1.7	-5	-7	-1.3	-12	-6	5
19	CCOC(=O)c1c(CC(C)C)csc1NC(=O)COC(=O)C1=NNC(=O)CC1	-6	2	x	x	-1	x	x	x	-2
20	COc1ccc(C2C3=C(CC(C)(C)CC3=O)Nc3nc(C)nn32)cc1OC (stereo not given)	0	-2	-2.9	0	x	-2.7	-22	-12	2
21	Cc1oc2ccc(Br)cc2c(=O)c1-c1nn[nH]n1	-2	-2	-2.8	-10	1	21*	20	8	-3
22	Cn1c(O)c(N=Nc2ccccc2[N+](=O)[O-])c2ccccc21	-6	-1	-4.2	5	6	0.4	-2	-4	-1
23	COc1cc2c(cc1OC)C1=C(C#N)CN(CC(=O)O)CN1CC2	x	-15	-1.4	16	-4	0.7	-13	-11	2
24	Cc1cc(C)c(S(=O)(=O)N2CCC(C(=O)NCc3ccncc3)CC2)c(C)c1	0	3	-0.4	4	0	-0.9	14	-7	-1
25	N#Cc1cnn2c(C(F)(F)F)cc(-c3ccccc3)nc12	-9	-6	-3.4	30	-3	4.8	-8	9	5
26	c1ccc(-c2cccc(-c3ccccc3)n2)cc1	-9	19	-3.1	8	2	-1.5	-8	-1	2
27	CC1CC(C)CN(C(=O)C2CCN(C(=O)Nc3ccccc3)CC2)C1 (stereo not given)	0	14	x	x	0	x	x	x	4
28	CCOC(=O)CSc1nc(-c2ccccc2)ns1	-2	14	-2.1	-12	4	0.1	5	-1	5
29	CCN=C(NCC)SC1CC(=O)N(c2cccc(OC)c2)C1=O (stereo not given)	-9	-18	-2.0	-12	4	-2.8	-5	-1	-3
30	CCOC(=O)c1c(S(=O)(=O)NCC(=O)Nc2ccc(OC)cc2)c(C)n(C)c1C	2	-17	-1.3	x	4	0.8	0	7	6
31	CS(=O)(=O)c1cccc(C(=O)Nc2ccc3c(c2)OCCCO3)c1	-6	-3	-3.8	9	3	-2.0	-17	2	-3
32	CCOC(=O)c1c(O)c(O)c(C(=O)OCC)n1-c1ccccc1	7	-8	-2.4	7	8	1.4	-3	-2	-1
33	COc1ccc(CCNC(=O)C2CCN(c3nn4c(=O)cc(C)nc4s3)CC2)cc1OC	0	-4	-1.8	16	0	-1.3	-4	-4	-6
34	CN(C)CCCn1c(SCC(=O)N2CC(=O)Nc3ccccc32)nc2ccccc2c1=O	-1	8	-1.0	-7	0	1.3	13	-5	4
35	CC(=O)N1CCc2cc(S(=O)(=O)N3c4ccccc4CC3C)ccc21 (stereo not given)	-10	27	-1.3	8	1	-2.0	-2	-2	-1
36	Cc1cccc(Oc2ccc(C(=O)NC3CCSC3=O)cn2)c1C (stereo not given)	9	-16	-1.9	-31	-4	-2.9	2	10	-6
37	COc1cc2c(cc1NC(=O)CSc1nc3cc(Cl)ccc3s1)oc1ccccc12	4	13	-3.4	3	-2	1.1	19	0	0
38	COc1cc2c(cc1OC)[C@@H]1Cc3ccc(OC)c(OC)c3CN1CC2	-9	-4	-4.0	1	1	-0.8	-3	-1	3
39	Cc1cccn2c(=O)c3cc(S(=O)(=O)c4ccccc4)c(=N)n(CC4CCCO4)c3nc12 (stereo not given)	x	17	-3.2	26	x	-0.4	-8	8	-6
40	O=C(COc1ccc(Br)cc1CO)Nc1ccc(F)cc1	0	-9	-8.3	-6	-3	-8.1	-6	-7	6
41	O=C(COC(=O)C1CCN(S(=O)(=O)c2cccs2)CC1)c1ccccc1	6	-7	-2.5	-1	5	-3.5	-2	2	-1
42	COCCC1CCCCN1C(=O)c1cccc(OC2CCN(S(C)(=O)=O)CC2)c1 (stereo not given)	-4	10	-2.2	-7	3	-1.0	-11	1	x
43	CC(=O)N[C@@H](Cc1c[nH]c2ccccc12)C(=O)NC1CCCc2ccccc21 (stereo not given in full)	-8	8	-2.7	3	2	-2.3	-11	7	3
44	Cc1ccc(OCC(=O)N/N=C/c2cccc3cccnc23)cc1	-2	-8	-2.1	-2	6	-0.8	0	-12	-1
45	COc1ccc(C(=O)Nc2ccc3c(c2)CCCN3C(=O)c2cccs2)c(OC)c1	-6	18	-2.0	-8	3	-1.8	-3	-16	-3
46	Cc1ccc(-c2noc(-c3ccccc3C(=O)N3CCCC3)n2)cc1	-7	18	1.2	17	-8	-0.5	-15	-6	1
47	Nc1c(C(=O)N/N=C/c2ccccc2Cl)oc2nc(-c3ccccc3)cc(-c3ccco3)c12	0	-14	-0.2	38	x	-0.5	-31	19	12
48	COc1cc(CN2CCCCCC2)cc(OC)c1	-8	6	-2.3	0	-3	-1.8	-9	1	1
49	O=C(c1ccc2oc(CCc3ccccc3)nc2c1)N1CCC(O)CC1	2	-11	-2.3	0	-11	-1.6	-4	3	8
50	CCN1CCN(Cc2ccc(NC(=O)c3ccc(C)c(NC(=O)c4cccc(-c5cn[nH]c(=O)c5)c4)c3)cc2C(F)(F)F)CC1	x	8	9.3*	9	6	-1.6	8	-103	5
51	CSc1nc2ccc(S(=O)(=O)N3CCOCC3)cc2s1	-1	18	-4.0	7	1	-0.8	-5	-3	-2
52	COc1ccc(-n2c(C)nc(=O)c(-c3ccccc3)c2C)cc1	-1	-18	-0.6	-4	3	-2.6	10	4	3
53	CCOCCCNC(=O)C1(O)c2ccccc2NC(=O)N1c1ccc(Cl)c(Cl)c1 (stereo not given)	-3	6	-1.2	1	2	1.6	4	-3	1
54	CC(C)C(NC(=O)c1ccccc1NC(=O)c1ccccc1)C(=O)NCCCn1ccnc1 (stereo not given)	x	-4	-1.9	13	8	-2.7	3	3	3
55	Cc1ccccc1NC(=O)Nc1ccccc1N1CCCCC1	-1	-20	-0.1	12	2	-0.2	-7	-2	0
56	CCOC(=O)Cc1nn(Cc2nc(-c3ccc(C)cc3)cs2)c(=O)c2ccccc12	-4	8	-0.7	-5	-3	1.1	0	-10	-1
57	Cc1cc(NC(=O)CSc2ccc3nnc(-c4ccc(F)cc4)n3n2)no1	1	3	-1.8	40	0	-3.4	-6	-8	7
58	Fc1cc(F)cc(NC(=S)NCCCN2CCOCC2)c1	-4	-6	-2.2	-2	3	-2.5	-5	2	2
59	Cc1cc(NS(=O)(=O)c2ccc(NC(=O)Cc3ccccc3)cc2)nc(C)n1	-7	2	-2.9	16	5	-0.6	-17	8	-3
60	COc1ccc(C(=O)NCc2ccc(Cl)cc2)cc1S(=O)(=O)N1CCCC1	-7	3	x	x	1	x	x	x	-3
61	Cc1c(C(=O)O)sc2ncnc(N3CCCCC3C)c12 (stereo not given)	-5	9	-2.5	28	0	-3.6	-2	7	3
62	COc1cccc(C(=O)Nc2ccc(-n3nncc3C(C)(C)C)cc2)c1	1	-4	-2.4	4	-3	0.4	-11	-2	3
63	O=C(NC1CCCCC1)N(Cc1ccc(F)cc1)Cc1nc2ccccc2c(=O)[nH]1	-4	-16	-0.8	7	5	-3.8	0	9	6
64	COc1ccc2cc(S(=O)(=O)N3CCN(C)CC3)ccc2c1	7	-9	-0.8	2	1	0.2	-2	4	1
65	O=C(Nc1ccc(N2CCOCC2)c(S(=O)(=O)Nc2ccccc2Cl)c1)c1ccccc1	-6	-2	x	x	-1	x	x	x	-4
66	COc1cccc(CN2CCNC(=O)C2CC(=O)NCCCn2ccnc2)c1 (stereo not given)	-6	2	1.0	16	5	2.9	-6	25	6
67	CCOC(=O)c1c(C)n(C)c2ccc(OC)c(NC(=O)CN3CCC4(CC3)OCCO4)c12	-2	5	-5.6	18	1	-2.6	-4	5	-1
68	CCn1nnnc1NCc1cccc(Cl)c1	-1	6	-1.8	1	4	-1.9	0	1	-6
69	CCOC(=O)N/N=C/c1cn(CCCOc2ccc(C)cc2)c2ccccc12	-1	0	-0.1	-16	3	1.1	-18	3	2
70	O=C(N/N=C/c1ccc(F)cc1)c1cccc(NC(=O)c2ccc(F)cc2)c1	-5	-6	-1.9	-17	3	-1.3	-20	6	0
